High-throughput results: PubChem BioAssay, several laboratories
bovine MsrA act: bovine MsrA enzyme activators, primary screen, biochemical, absorbance, HTS | purified bovine MsrA, absorbance read-out | activation, % at 10.6 µM | hit rate 0.3% among 360,000; in the data active = activation above about 7.5%;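 note: 0% = vehicle and 100% = reference activator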
MT1-MMP act inh: blockers of MT1-MMP proenzyme processing, primary screen, HT1080 RFP-PRO-GFP cells, GFP/RFP fluorescence | Matrix metalloproteinase-14 (Homo sapiens), P50281 | GFP/RFP ratio change, % at 20 µM | hit rate 0.061% among 360,000 | GFP/RFP ratio fluorescence, overnight; percent of plate control window, DMSO zero;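 active = GFP/RFP ratio change of at least 30% with cell ATP level not reduced by more than half and red fluorescence within 50% of control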; note: strong numbers were not always called active
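system = RFP-PRO-GFP reporter HT1080 cells | dosing = 20 µM single dose, 1% DMSO | timing = overnight cell settling, then overnight compound exposure, 37 °C, 5% CO2 | read-out basis = GFP/RFP fluorescence ratio | controls = DMSO and RFP-L50D-GFP cell wells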
CSN inh: inhibitors of CSN-mediated cullin deneddylation, primary screen, biochemical, fluorescence polarization, uHTS; inhibition, % at 12.5 µM; Purified CSN, SCF-Nedd8-OG deneddylation; AID 651999, 2013; hit rate 0.38% among 360,000;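 active = pattern-corrected inhibition above about 35%, with an unprinted fluorescence ratio check between 0.5 and 1.5, limit read from the data, passing the limit was not always enough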;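 note: 0% = enzyme with substrate and 100% = substrate without enzyme; some results filed as inactive read as strong as hits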
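Schedule: reaction 90 min, room temperature / Assay system: HEK293T-derived human Csn5 enzyme / Input: Csn5 at 0.24 nM final / Measure: inhibition of Csn5 cleavage, % / Control set: substrate-only high control, full reaction low control / Technique: fluorescence polarization of the substrate / Buffer or medium: Tris/NaCl/DTT buffer, pH 7.5 / Reagent: SCFSkp2-Nedd8OG substrate at 10 nM final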
Rin1-Abl PPI inh: inhibitors of Rin1-Abl protein binding, primary screen, biochemical, TR-FRET. Tyrosine-protein kinase ABL1 (Homo sapiens) + Ras and Rab interactor 1 (Homo sapiens), …. hit rate 0.4% among 360,000. inhibition, % at 7.35 µM; in the data active = inhibition above about 5%, passing the limit was not always enough
MsrA inh: bovine MsrA enzyme inhibitors, primary screen, biochemical, absorbance, HTS; AID 651718, 2012; purified bovine MsrA, absorbance read-out; inhibition, % at 15.5 µM; hit rate 0.75% among 360,000; in the data active = inhibition above about 4.5%;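 note: 0% = vehicle wells with enzyme and 100% = reference inhibitor wells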
PABP1 MLLE inh: inhibitors of PABP1 MLLE–PAM2 peptide binding, primary screen, biochemical, fluorescence polarization, FITC-PAM2, GST-MLLE. inhibition, % at 20 µM. hit rate 0.36% among 360,000. Polyadenylate-binding protein 1 (Homo sapiens), P11940; in the data active = inhibition above about 35%, passing the limit was not always enough;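 note: plate controls were DMSO wells with GST-MLLE for no effect and wells lacking GST-MLLE protein for full effect; some results filed as inactive read as strong as hits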
Target sequence (P11940 whole entry, looked up): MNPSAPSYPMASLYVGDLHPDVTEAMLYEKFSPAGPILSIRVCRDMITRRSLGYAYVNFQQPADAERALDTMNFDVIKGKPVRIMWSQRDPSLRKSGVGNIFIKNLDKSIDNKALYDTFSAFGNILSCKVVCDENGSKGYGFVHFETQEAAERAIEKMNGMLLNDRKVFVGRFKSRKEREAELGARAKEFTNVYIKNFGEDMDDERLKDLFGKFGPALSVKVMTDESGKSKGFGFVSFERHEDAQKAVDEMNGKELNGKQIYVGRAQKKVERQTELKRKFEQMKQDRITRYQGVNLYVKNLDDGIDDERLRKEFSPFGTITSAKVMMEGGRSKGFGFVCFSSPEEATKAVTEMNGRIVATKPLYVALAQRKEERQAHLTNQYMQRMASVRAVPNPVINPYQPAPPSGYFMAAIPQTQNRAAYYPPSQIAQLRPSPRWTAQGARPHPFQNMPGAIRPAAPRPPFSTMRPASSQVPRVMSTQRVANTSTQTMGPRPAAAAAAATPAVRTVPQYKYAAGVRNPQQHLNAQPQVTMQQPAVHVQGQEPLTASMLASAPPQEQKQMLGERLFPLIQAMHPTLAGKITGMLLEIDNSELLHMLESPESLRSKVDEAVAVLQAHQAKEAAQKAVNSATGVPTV
E coli Lon inh: inhibitors of E. coli Lon protease, primary screen, biochemical, fluorescence polarization; inhibition, % at 7.94 µM; purified E. coli Lon protease; hit rate 0.42% among 360,000; AID 602123, 2011; P0A9M0; in the data active = inhibition above about 13%, passing the limit was not always enough;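 note: 0% = enzyme with probe and DMSO and 100% = no enzyme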
Rpn11 block: Rpn11 (PSMD14) deubiquitinase inhibitors, primary screen, biochemical, fluorescence polarization, uHTS | calls only at 20 µM | human 26S proteasome, Ub4-pepOG fluorescence polarization; 20S core pre-blocked with epoxomicin | 26S proteasome non-ATPase regulatory subunit 14 (Homo sapiens), O00487 | hit rate 0.59% among 360,000 | AID 588493, 2011;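 active = inhibition at 20 µM, scaled to each plate's controls, above about 33%, limit read from the data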
Target sequence (O00487 whole entry, looked up): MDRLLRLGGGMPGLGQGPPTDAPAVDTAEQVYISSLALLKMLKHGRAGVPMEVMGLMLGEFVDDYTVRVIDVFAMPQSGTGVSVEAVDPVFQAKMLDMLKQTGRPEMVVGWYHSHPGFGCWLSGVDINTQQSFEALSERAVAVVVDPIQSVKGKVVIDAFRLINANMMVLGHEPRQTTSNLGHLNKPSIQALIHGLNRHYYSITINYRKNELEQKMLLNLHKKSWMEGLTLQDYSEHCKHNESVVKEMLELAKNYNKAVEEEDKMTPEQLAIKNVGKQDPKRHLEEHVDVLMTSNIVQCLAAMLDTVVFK
FAS TE block: FAS thioesterase domain inhibitors, primary screen, biochemical, fluorescence intensity, uHTS; Fatty acid synthase (Homo sapiens), P49327; recombinant FAS-TE, OMFH fluorogenic substrate, fluorescence endpoint; hit rate 0.67% among 360,000; inhibition, % at 15 µM;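 active = compounds whose normalised, plate-corrected inhibition of enzyme fluorescence in the single-dose primary screen is 50% or more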;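 note: 0% = DMSO with enzyme and 100% = substrate without enzyme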
* = called active by the depositor; i = inactive; x = no result given; + = active, no number. Rows are unselected; any-hit rate near 3.7%.

SMILES | bovine MsrA act | MT1-MMP act inh | CSN inh | Rin1-Abl PPI inh | MsrA inh | PABP1 MLLE inh | E coli Lon inh | Rpn11 block | FAS TE block
CCCCNC(=O)N1CCN(c2ccccc2OCC)CC1 | -9.8 | 0.0 | 4.1 | -0.2 | 0.7 | -10.9 | 0.3 | i | -10.6
Cn1c(=O)c(=O)n(C)c2cc(S(=O)(=O)NCc3ccc(Cl)cc3)ccc21 | -3.2 | 2.8 | 5.0 | -1.2 | 2.5 | 11.2 | 5.2 | i | -2.6
O=C(CCNS(=O)(=O)c1ccccc1)NCCCSc1ccccc1 | -2.9 | -1.6 | -3.1 | -2.7 | -0.2 | 8.4 | 1.6 | i | -2.5
Cc1ccc(C(O)c2ncc(-c3ccccc3F)[nH]2)cc1F (centres undefined) | -0.7 | 1.2 | -4.5 | -4.5 | -0.5 | 7.5 | -9.5 | i | 0.4
CC(=O)NC12CC3CC(C1)CC(C(=O)Nc1cccc(S(=O)(=O)N4CCCCCC4)c1)(C3)C2 | -1.2 | 3.1 | -2.7 | 1.8 | -1.1 | -1.4 | 7.8 | i | -1.9
O=[N+]([O-])c1ccc(Oc2ccc(S(=O)(=O)N3CCOCC3)cn2)cc1 | -4.2 | 4.9 | 1.7 | 4.2 | 1.2 | 5.3 | -0.9 | i | 6.0
CC(C)CC(=O)Nc1ccc2oc(-c3cccnc3)nc2c1 | -3.3 | 3.3 | -0.9 | 0.8 | 1.5 | 9.2 | -3.5 | i | -5.3
Oc1ccccc1N=Nc1nc(-c2ccccc2)c(-c2ccccc2)[nH]1 | -0.4 | 9.6 | 4.6 | 1.5 | 1.3 | -84.9 | -18.6 | + | 29.4
CN1CCC(=O)N([C@H](COc2ccccc2)Cc2ccccc2)CC1 | -0.6 | -0.4 | -5.8 | -4.2 | -0.6 | 6.6 | -8.3 | i | -10.9
Cc1nn(-c2ccccc2)c(C)c1/C=N\NS(=O)(=O)c1ccc(Cl)cc1 | -2.6 | 3.3 | 5.7 | -1.2 | -1.2 | -29.3 | 5.2 | i | 7.8
COc1ccc(-c2onc3ccc(C(=O)/C=C/N(C)C)cc23)cc1 | -11.1 | -10.7 | 4.2 | 3.3 | 0.9 | 5.0 | -0.9 | i | -2.0
CC(C)(C)CNC(=O)c1cccc2c1C(=O)c1ccc(-c3cc4ccccc4o3)cc1S2(=O)=O | -6.3 | 1.1 | 1.7 | 1.1 | 0.4 | -37.1 | -2.0 | i | -7.9
O=C(CC1C(=O)NCCN1Cc1ccccc1C(F)(F)F)NCCN1CCOCC1 (centres undefined) | -1.8 | 0.5 | 0.7 | -1.6 | -0.6 | 8.4 | 8.6 | i | -5.3
NC(=O)CSc1c[nH]c2ccccc12 | -2.6 | -3.6 | 2.6 | -1.2 | -0.1 | 15.7 | -2.9 | i | -4.7
Cc1cc(NC(=O)C2CC(=O)N(c3cccc(Cl)c3)C2)no1 (centres undefined) | -0.4 | -1.7 | -5.8 | -2.1 | -0.2 | -6.5 | -15.7 | i | -0.7
CCCN(CC(=O)Nc1ccccc1OC)C(=O)CNC(=O)c1ccc(C)s1 | -4.9 | 3.0 | -2.4 | 1.8 | -0.1 | -5.3 | -3.2 | i | -7.7
Cc1cccc(N2CN(Cc3cccnc3)CNC2=S)c1C | -5.5 | 3.8 | 3.4 | 0.0 | -0.3 | -3.8 | 4.1 | i | -4.3
CCOc1cccc(-c2cc(NCCc3ccccn3)n3nccc3n2)c1 | -5.8 | 4.8 | -10.8 | -4.1 | -0.8 | -8.0 | -7.4 | i | -4.6
COc1ccccc1CNC(=O)C(NS(=O)(=O)c1ccc2c(c1)oc(=O)n2C)C(C)C (centres undefined) | -12.9 | -1.9 | -1.2 | -1.7 | -0.2 | -12.9 | -5.0 | i | -2.0
CC(C)(C)CN1C(=O)C(=O)NC[C@H]1Cc1cccc2ccccc12 | -1.5 | 5.9 | -0.4 | 2.7 | 0.2 | -11.6 | 3.2 | i | -7.6
COc1ccc(C(CC(=O)O)NC(=O)OC(C)(C)C)cc1 (centres undefined) | -3.5 | -4.6 | -2.6 | 0.3 | -0.8 | -6.2 | 2.1 | i | -8.6
CCN(Cc1ccccc1)C(=O)Cn1c(C(C)O)nc2ccccc21 (centres undefined) | -0.9 | -1.2 | -6.9 | 4.1 | 1.8 | -9.7 | 6.0 | i | -4.2
COc1ccccc1NC(=O)CSc1nccc(=O)[nH]1 | 3.0 | -2.7 | 0.7 | 0.7 | x | 26.6 | 0.8 | i | -3.3
Fc1ccc(C2c3cccn3CCN2C(=S)Nc2cccc(Br)c2)cc1 (centres undefined) | -3.4 | 2.7 | -7.6 | -1.4 | 1.1 | -3.8 | -0.1 | i | 26.3
Cc1cc(=O)c2n(Cc3ccccc3Cl)nc[n+]2[nH]1 | -1.9 | 1.6 | -2.7 | 1.1 | 0.4 | -24.4 | -4.7 | i | -8.0
CC(C)NC(=O)N(C)C[C@H]1OCCCC[C@@H](C)Oc2ccc(N(C)C)cc2C(=O)N([C@H](C)CO)C[C@@H]1C | -10.1 | 2.7 | 2.8 | 3.8 | 0.5 | -13.0 | -5.2 | i | -12.6
O=C(N/N=C\C=C\c1ccc(Br)cc1)c1ccc2c(c1)OCO2 | -1.8 | 3.7 | 49.3* | -1.7 | 0.9 | -19.1 | 2.9 | + | -0.6
O=C(NCc1ccco1)C1CCN(S(=O)(=O)c2ccc(-n3cnnn3)cc2)CC1 | -10.0 | 7.0 | -3.0 | 3.9 | -0.1 | -2.2 | 0.3 | i | -2.1
Cc1ccc(Nc2nc(N)nc(CCl)n2)c(C)c1 | -3.1 | -1.1 | 0.3 | -2.2 | 1.5 | 0.8 | -5.5 | i | -8.0
CCCc1nc(SCC(=O)N2CCC(Cc3ccccc3)CC2)c2c(=O)n(C)c(=O)n(C)c2n1 | -4.5 | -3.0 | 0.9 | -1.8 | -0.1 | 6.2 | -9.0 | i | 40.7

The final five entries of the section before come first, to join the parts.
SMILES | bovine MsrA act | MT1-MMP act inh | CSN inh | Rin1-Abl PPI inh | MsrA inh | PABP1 MLLE inh | E coli Lon inh | Rpn11 block | FAS TE block
CC(C)NC(=O)N(C)C[C@H]1OCCCC[C@@H](C)Oc2ccc(N(C)C)cc2C(=O)N([C@H](C)CO)C[C@@H]1C | -10.1 | 2.7 | 2.8 | 3.8 | 0.5 | -13.0 | -5.2 | i | -12.6
O=C(N/N=C\C=C\c1ccc(Br)cc1)c1ccc2c(c1)OCO2 | -1.8 | 3.7 | 49.3* | -1.7 | 0.9 | -19.1 | 2.9 | + | -0.6
O=C(NCc1ccco1)C1CCN(S(=O)(=O)c2ccc(-n3cnnn3)cc2)CC1 | -10.0 | 7.0 | -3.0 | 3.9 | -0.1 | -2.2 | 0.3 | i | -2.1
Cc1ccc(Nc2nc(N)nc(CCl)n2)c(C)c1 | -3.1 | -1.1 | 0.3 | -2.2 | 1.5 | 0.8 | -5.5 | i | -8.0
CCCc1nc(SCC(=O)N2CCC(Cc3ccccc3)CC2)c2c(=O)n(C)c(=O)n(C)c2n1 | -4.5 | -3.0 | 0.9 | -1.8 | -0.1 | 6.2 | -9.0 | i | 40.7
Cc1ccccc1NC(=O)C12CC3CCC1(C)C3(C)CO2 (centres undefined) | -3.0 | -3.7 | 2.9 | 1.3 | 0.1 | 7.8 | 0.6 | i | -3.3
CC1Oc2ccccc2N(CC(=O)NC2CCCCC2)C1=O (centres undefined) | -7.9 | 0.5 | -1.8 | 2.2 | -0.8 | 2.7 | 4.0 | i | -1.8
Cc1ccc(C)c(NC2=CC(=O)CC(C)(C)C2)c1C#N | -5.1 | 2.7 | 2.3 | -3.7 | -0.3 | -5.7 | 10.0 | i | -6.0
CC1=C(C(=O)Nc2ccc(C)cc2)C(c2ccc(C)o2)C2=C(CC(C)(C)CC2=O)N1 (centres undefined) | 1.3 | -1.2 | -1.6 | -1.8 | 1.3 | -3.8 | -8.8 | i | -4.6
Cc1cc(S(=O)(=O)N2CCCC(C)C2)ccc1-n1cnnn1 (centres undefined) | -4.5 | -0.2 | 0.6 | -0.9 | -0.3 | 13.6 | 0.6 | i | -3.6
Cc1cc(C)n(-c2cccc(Cl)c2C#N)n1 | -3.5 | -0.9 | -0.8 | -7.3 | -0.1 | -6.2 | 3.0 | i | -0.8
CCN(CC)c1c(C)nc2ccc(C(=O)Nc3cc(-c4ccccc4)ccc3OC)cn12 | 0.3 | 0.5 | 0.6 | -1.3 | 4.2 | 15.2 | -0.8 | i | 17.2
COc1ccc(NC(=O)C2Cc3c(-c4ccc5c(c4)OCO5)ccnc3O2)cc1OC (centres undefined) | -5.7 | 6.3 | 0.0 | 0.7 | -1.0 | -5.5 | -1.9 | i | -1.9
CCc1ccc(C(O)c2ncc(-c3ccccc3OC)[nH]2)cc1 (centres undefined) | 4.7 | 3.0 | 3.4 | -1.0 | -0.3 | -9.4 | -5.7 | i | 0.6
COc1ccc(S(=O)(=O)N2CCN(c3ccccc3OC)CC2)cc1OC | -3.4 | 8.5 | -0.7 | 1.6 | 0.7 | -2.5 | 1.5 | i | 5.5
COc1ccc(C(=O)N/N=C\c2coc3ccc(C)cc3c2=O)cc1 | -8.8 | -10.9 | 8.8 | -2.2 | -0.3 | -4.0 | 0.1 | i | 1.6
COc1ccccc1NC(=O)N(C)C[C@H]1OCc2cnnn2CCCC(=O)N([C@H](C)CO)C[C@@H]1C | -2.7 | 4.3 | 6.5 | 0.0 | 0.9 | 7.6 | -4.7 | i | -6.0
O=C(NC(=S)NCCC1=CCCCC1)c1ccco1 | -3.2 | -4.3 | -3.4 | -1.2 | 0.2 | 18.6 | 4.3 | i | 17.4
C/C(O)=C\c1nc(=O)c2c(C)cc(C)nc2n1-c1ccccc1 | -2.5 | -2.4 | -1.4 | 0.4 | 2.0 | -8.1 | 2.6 | i | -4.9
O=S1(=O)c2c(F)cccc2O[C@@H](COCc2ccccc2)CN1CCc1ccc(F)cc1 | -2.3 | -3.9 | -0.1 | -1.5 | 0.4 | -10.5 | -1.8 | i | 24.4
CC1CCCCN1Cc1c(O)ccc2c(=O)c(-c3ccc(Br)cc3)coc12 (centres undefined) | -5.1 | -9.8 | 0.0 | 3.7 | 1.1 | 1.5 | -5.5 | i | 0.1
COC(=O)c1ccc(NC(=O)C2CCCN(S(C)(=O)=O)C2)cc1 (centres undefined) | -9.6 | 1.8 | 6.0 | 4.6 | -0.3 | -9.6 | 2.5 | i | -10.1
CC(NC(=O)c1cc(COc2c(F)cccc2F)on1)c1cnn(-c2ccccc2)c1 (centres undefined) | -2.5 | -8.4 | 3.7 | -2.1 | -0.4 | 0.8 | -3.4 | i | 27.1
CN(C)c1nc(Cl)nc(NCCOc2ccccc2)n1 | -4.7 | 4.4 | -4.3 | -1.9 | -0.8 | 4.3 | -5.6 | i | -6.2
